Compound activity deposited in PubChem by National Center for Advancing Translational Sciences (NCATS).
D2 agonist – HTS Assay for Allosteric Agonists of the Human D2 Dopamine Receptor: Primary Screen for Agonists. hit rate 0.53% among 340,000. AID 485358, 2010. D(2) dopamine receptor (Homo sapiens), P14416. activation, % at 2 µM. HEK293 T-REx D2 cells, calcium flux agonist mode;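 active = activation over 3 SD above normal in the single-dose calcium agonist read, cut at about 30% in these data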; also: 0% is about no effect
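Agonism scored from kinetic calcium signal (1 read/sec, 180 s) following compound pin transfer, after a 10 s baseline. Cells: HEK293 Trex line expressing inducible D2 receptor coupled to calcium, dye-loaded after overnight culture at 30 C.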
TRHR agonist – qHTS for Small Molecule Agonists and Allosteric Enhancers of Human TRH Receptor: Primary Screen for Agonists | Thyrotropin-releasing hormone receptor (Homo sapiens), P34981 | TRHR cells, calcium flux fluo-8, FDSS agonist mode | activation, % at 2 µM | hit rate 0.18% among 360,000; in the data active = activation above about 30%; also: 0% is about no effect
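Agonist-mode FDSS calcium read (Ex 480/Em 530, 1 s cycles) in 1536-well TRHR cells with fluo-8 dye, after 10-cycle baseline and 23 nL compound addition; TRH at EC20 (10 nM final) added afterwards for the enhancer phase.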
TrxR1 substrate – qHTS Assay for Substrates of Mammalian Selenoprotein Thioredoxin Reductase 1 (TrxR1): qHTS; hit rate 0.01% among 390,000; Potency, µM (series often up to 114 µM), without a hit: at the highest dose activity change, negative = substrate turnover; purified TrxR1 substrate turnover, NADPH consumption readout; AID 588456, 2011; Thioredoxin reductase 1, cytoplasmic (Rattus norvegicus), O89049; also: potency is read from the fitted curve at half-maximal effect; % is scaled to controls: 0 for no effect and ±100 for the full control effect; nearly all actives have a fitted effect of over 50% in size
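Rat TrxR1, dispensed at 90 nM, was prereduced with 400 uM NADPH (final) for 5 min at ~22 deg C, then incubated with compound 15 min before 400 uM selenite. A first-read NADPH fluorescence drop versus no-compound background flagged substrates.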
TrxR1 inh – qHTS Assay for Inhibitors of Mammalian Selenoprotein Thioredoxin Reductase 1 (TrxR1): qHTS; Thioredoxin reductase 1, cytoplasmic (Rattus norvegicus), O89049; recombinant rTrxR1, NADPH fluorescence consumption, selenite substrate; Potency, µM (titrated, usually from 114 µM), without a hit: top-dose activity change, negative = inhibition, most hits filed as inhibitors; hit rate 1% among 390,000; also: potency is read from the fitted curve at half-maximal effect; % is scaled to controls: 0 for no effect and ±100 for the full control effect; nearly all actives have a fitted effect of over 65% in size
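Rat TrxR1 (90 nM in the dispensed reagent) was pre-reduced with 400 uM NADPH for 5 min at room temperature, then incubated with compound for 15 min. After 400 uM selenite was added, NADPH fluorescence (Ex 340/Em 450 nm) was followed for 8 min.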
D2 antagonist – HTS Assay for Allosteric Antagonists of the Human D2 Dopamine Receptor: Primary Screen for Antagonists; HEK293 TREx D2 cells, calcium flux, dopamine EC80; inhibition, % at 10 µM; hit rate 2% among 340,000; AID 485344, 2010; in the data active = inhibition above about 30%; also: 0% is about no effect
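Tetracycline-induced HEK293 T-REx cells expressing D2 force-coupled to calcium signalling were dye-loaded, exposed to compound for 180 s, then challenged with an EC80 of dopamine; calcium flux was followed kinetically for a further 180 s.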
TRHR enhancer – qHTS for Small Molecule Agonists and Allosteric Enhancers of Human TRH Receptor: Primary Screen for Enhancers | hit rate 0.66% among 360,000 | AID 493056, 2011 | TRHR cells, fluo-8 calcium fluorescence, EC20 TRH enhancement | enhancement, % at 2 µM | Thyrotropin-releasing hormone receptor (Homo sapiens), P34981; in the data active = enhancement above about 30%; also: 0% is about no effect
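Enhancer read-out: after compound pinning and an initial kinetic agonist-mode read, an EC20 of TRH (10 nM final) was injected and fluo-8 calcium signal (Ex 480/Em 530) followed at 1 s/cycle for 100 cycles in TRHR-expressing cells.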
PI4K2A block – qHTS for small molecular inhibitors of PI4K2A; Phosphatidylinositol 4-kinase type 2-alpha (Homo sapiens), Q9BTU6; purified PI4K2A, ADP-Glo luminescence, 1 h; hits give low values; hit rate 0.13% among 420,000; AID 1346378, 2018; activity change, negative = inhibition, % at 76.9 µM; in the data active = activity change below about -50%; inconclusive = mostly about -30% to -49%;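 also: -100% = wells without enzyme as full effect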
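PI4K2A activity was measured by ADP-Glo luminescence: enzyme (4 ug/mL stock) and phosphatidylinositol (1.2 mM stock) in Tris pH 7.5/MgCl2/EGTA/Triton X-100 buffer were reacted with ATP (300 microM stock) for one hour at ambient temperature.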
USP1 inh – Inhibitors of USP1/UAF1: Primary Screen; Ubiquitin carboxyl-terminal hydrolase 1 (Homo sapiens), O94782; recombinant USP1/UAF1, Ub-Rhodamine cleavage fluorescence; Potency, µM (series often up to 57.1 µM), inactives show at the highest dose activity change, negative = inhibition, usual class: inhibitors; hit rate 0.23% among 390,000; also: potency is read from the fitted curve at half-maximal effect; % is scaled to controls: 0 for no effect and ±100 for the full control effect; nearly all actives have a fitted effect of over 60% in size; inactives centre near -12
Target sequence (O94782 whole entry, looked up): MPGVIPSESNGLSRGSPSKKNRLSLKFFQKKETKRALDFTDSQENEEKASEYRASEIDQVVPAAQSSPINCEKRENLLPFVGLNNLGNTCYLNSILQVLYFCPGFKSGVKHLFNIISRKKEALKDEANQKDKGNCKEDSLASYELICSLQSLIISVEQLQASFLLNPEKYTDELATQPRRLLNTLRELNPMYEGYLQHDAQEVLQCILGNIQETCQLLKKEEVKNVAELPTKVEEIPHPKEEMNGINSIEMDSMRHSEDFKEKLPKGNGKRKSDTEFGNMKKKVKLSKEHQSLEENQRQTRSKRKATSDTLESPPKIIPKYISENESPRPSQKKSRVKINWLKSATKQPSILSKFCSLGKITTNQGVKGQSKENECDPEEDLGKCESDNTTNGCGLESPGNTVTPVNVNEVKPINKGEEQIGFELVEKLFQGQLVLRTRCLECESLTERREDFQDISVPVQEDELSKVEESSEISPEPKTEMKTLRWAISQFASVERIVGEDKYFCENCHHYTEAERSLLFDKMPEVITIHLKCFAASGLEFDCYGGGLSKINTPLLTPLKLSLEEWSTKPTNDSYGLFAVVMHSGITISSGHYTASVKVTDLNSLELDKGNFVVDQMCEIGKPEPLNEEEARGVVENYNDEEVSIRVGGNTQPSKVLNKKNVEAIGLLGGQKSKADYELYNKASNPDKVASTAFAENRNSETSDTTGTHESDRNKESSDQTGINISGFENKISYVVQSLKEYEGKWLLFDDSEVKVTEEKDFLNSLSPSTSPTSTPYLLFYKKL
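USP1/UAF1 complex (1 nM) preincubated 15 min at room temperature with compound, then Ub-Rho substrate (150 nM final) added. Kinetic fluorescence at 480/540 nm over 6 reads at 60 s intervals; 50 mM HEPES pH 7.8, 0.5 mM EDTA, 0.1 mg/ml BSA, 1 mM TCEP, 0.01% Tween-20.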
mIDH1 inhibitor – qHTS for Inhibitors of mutant isocitrate dehydrogenase 1 (IDH1): qHTS | Potency, µM (highest dose often 76.6 µM), inactives show top-dose activity change, negative = inhibition, most hits filed as inhibitors | AID 602179, 2012 | hit rate 0.093% among 390,000 | IDH1-R132H enzyme, NADPH consumption, diaphorase/resazurin fluorescence; also: potency is read from the fitted curve at half-maximal effect; % is scaled to controls: 0 for no effect and ±100 for the full control effect; nearly all actives have a fitted effect of over 65% in size
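IDH1-R132H (0.5 ug/mL) preincubated 30 min with compound, then NADPH (0.016 mM) and alpha-KG (2 mM) added; 80 min at RT, pH 7.5. Remaining NADPH coupled via diaphorase/resazurin to fluorescence (540/590 nm); concentration-response curves normalized to no-enzyme control.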
Starred values were filed as active, the others as inactive; ? = inconclusive; . = not tested or not shown; [ ] = another dose, or the depositor's remark. Unless noted, calls follow the shape of the dose curve; as a rule, active = well fitted inhibition curve with a large enough effect; inconclusive = small, poorly fitted or top-dose-only effect; inactive = no such curve, though single readings can be large or run the other way.

SMILES	D2 agonist	TRHR agonist	TrxR1 substrate	TrxR1 inh	D2 antagonist	TRHR enhancer	PI4K2A block	USP1 inh	mIDH1 inhibitor
CC(=O)c1ccc(N(CC(=O)NC2CCS(=O)(=O)C2)S(=O)(=O)c2ccc(Cl)cc2)cc1 (stereo unspecified)	0.1	0.1	5%	19%	3	-4	-1	-10%	0%
Cc1nc2ccccc2cc1C(=O)NCc1ccccc1	.	.	2%[57.1 µM]	15%[57.1 µM]	.	.	2	-13%	8%
O=C(Nc1ccccc1)c1ccc(CSc2ccccn2)cc1	-0.9	-0.5	2%	2%	-6	5	?	-29%	8%
O=C(NCCCN1CCCC1=O)c1ccccc1NS(=O)(=O)c1ccc(Br)cc1	0.3	-1.0	3%	6%	-11	-4	-1	-6%	2%
CNC(=O)CSc1nnc(C(C)C)n1C	-0.8	-0.4	1%[57.1 µM]	-5%[57.1 µM]	-17	6	4	-5%	9%
Cc1ccc(-c2c(C(=O)NNC(=S)NCC3CCCO3)csc2C)cc1 (stereo unspecified)	-1.2	-1.1	3%	7%	6	-3	5	-18%	0%
CCc1ccc(N=c2c([N+](=O)[O-])nn(-c3ccccc3)n2O)cc1	0.7	-0.2	-1%	2%	8	29	1	-14%	3%
O=C(NC1CCCCCC1)C1CCN(C(=O)c2ccc(Cl)cc2)CC1	0.5	-0.4	4%	7%	-22	-4	-1	1%	7%
COc1ccc(C(CNC(=O)COc2c(C)cc(C)cc2C)N2CCOCC2)cc1 (stereo unspecified)	0.1	-0.5	0%	35%	-31	5	2	-8%	-3%
Cc1cnc(NC(=O)c2ccc(-c3ccc([N+](=O)[O-])cc3)o2)s1	0.6	0.3	1%	8%	4	0	5	-16%	0%
CCOc1ccccc1N(CC(=O)NC1CCCC1)C(=O)CCCC(=O)Nc1ccccn1	0.0	-1.2	-12%	-12%	-14	-1	10	7%	20%
O=C(NC(=S)NNC(=O)c1cccs1)c1ccc(Br)o1	13	0.9	1%[57.1 µM]	-32%[57.1 µM]	10	0	-2	-11%	6%
CCOC(=O)C(C)NC(=O)c1c(C)oc2ncn(CC(C)C)c(=O)c12 (stereo unspecified)	-0.5	0.2	14%	18%	.	-12	0	-18%	-5%
COc1cc(C(=O)Nc2nc(-c3ccc(Cl)cc3)c(C)s2)ccc1OCC(=O)Nc1ccc(F)cc1	0.8	0.5	44%[activator]	17%	1	4	1	-14%	0%
CNS(=O)(=O)c1cccc(C(=O)OCC(=O)c2c(N)n(Cc3ccccc3)c(=O)n(C)c2=O)c1	.	.	-6%	-6%	.	.	0	-5%	-4%

The list goes on, overlapping the part above by 2 compounds.
SMILES	D2 agonist	TRHR agonist	TrxR1 substrate	TrxR1 inh	D2 antagonist	TRHR enhancer	PI4K2A block	USP1 inh	mIDH1 inhibitor
COc1cc(C(=O)Nc2nc(-c3ccc(Cl)cc3)c(C)s2)ccc1OCC(=O)Nc1ccc(F)cc1	0.8	0.5	44%[activator]	17%	1	4	1	-14%	0%
CNS(=O)(=O)c1cccc(C(=O)OCC(=O)c2c(N)n(Cc3ccccc3)c(=O)n(C)c2=O)c1	.	.	-6%	-6%	.	.	0	-5%	-4%
O=C(/C=C/c1ccco1)Nc1nc(-c2ccc(F)c(F)c2)cs1	1.1	2.7	-11%	?	-37	-5	7	-13%	-11%
O=C(CSc1ccc(-c2cccs2)nn1)c1cccs1	-0.5	-0.3	-7%	-9%	12	-8	-2	-15%	4%
CCOc1ccc(-c2cn3c(n2)sc2cc(C(=O)NCCCc4ccccc4)ccc23)cc1	0.2	0.1	3%	11%[11.4 µM]	.	-6	-2	-6%	-8%
Cc1nn2c(NCCCN3CCOCC3)c3c(nc2c1-c1ccccc1)CCC3	0.1	-1.1	13%	-7%	-8	5	-5	-7%	10%
COc1ccc(CC(=O)Nc2ccc3c(c2)CCC3)cc1	-0.4	-0.3	-6%	-2%	-6	11	0	-19%	3%
CCc1cc(C(=O)N/N=C/c2ccc(O)cc2O)c2ccccc2n1	0.1	-0.8	-3%	18%	-14	8	3	-13%	-4%
COc1cc(C)cc2c1OC(c1ccccc1)CC2=O (stereo unspecified)	.	.	7%[57.1 µM]	-5%[2.29 µM]	.	.	-2	7%	-14%
Fc1cccc(/C=N/Nc2ccc3ccccc3n2)c1	-0.2	0.2	-3%	-6%	-8	-12	-2	-13%	3%
CCn1c(CC(=O)Nc2ccccc2)nnc1SCc1nc2ccccc2c(=O)[nH]1	-0.4	-0.4	2%	10%	2	12	-3	-21%	3%
Cc1ccc(S(=O)(=O)Oc2ccccc2/C=C2\SC(=O)NC2=O)cc1	-0.7	0.1	-9%	-13%	10	-1	-1	-9%	-3%
Cc1cc(OCC(=O)NCc2cccnc2)c2c(C)cc(=O)oc2c1	.	-0.2	157%[activator]	-5%	.	-6	-1	-12%	-6%
Cc1ccc(NC(=O)CSc2ccc3nnc(CCNS(=O)(=O)c4ccccc4)n3n2)cc1Cl	-0.8	0.5	4%	11%	.	7	1	-10%	-6%
Cc1ccccc1-c1nc(CS(=O)(=O)CC(=O)NCc2ccccc2)c(C)o1	-1.0	-0.1	-7%[57.1 µM]	-49%	-6	-3	-7	-10%	15%
O=C(CCSc1nnc(-c2ccncc2)o1)Nc1ccccc1Cl	-0.2	0.4	-6%	-7%	1	3	1	-2%	6%
COc1ccc2nc3sc(C(=O)N4CCN(c5ccc(F)cc5)CC4)cc3cc2c1	-0.3	0.1	-2%	6%	.	-4	-2	?	-9%
Cn1cc(S(=O)(=O)N2CCN(Cc3ccccc3)CC2)c(=O)n(C)c1=O	-0.5	0.0	5%[57.1 µM]	1%[57.1 µM]	5	-1	-6	11%	-5%
O=C(Nc1ccccc1)c1cccc(N2CCCC2=O)c1	-0.7	-0.1	8%[57.1 µM]	-23%[57.1 µM]	11	1	?	-1%	-4%
CC(C)(C)c1ccc(C(=O)/C=C2\NC(=O)CS2)cc1	0.4	0.1	-3%	5%[57.1 µM]	20	-12	-9	-4%	0%
c1ccc(Nc2nc3ccccc3n3nnnc23)cc1	-0.4	1.5	5%[57.1 µM]	13%[57.1 µM]	-3	4	-1	-19%	0%
COC(=O)C(C)Sc1ncnc2c1c(-c1ccccc1)cn2-c1ccc(F)cc1 (stereo unspecified)	1.1	0.8	8%	19%	.	-3	-2	-10%	0%
c1ccc2nc3c(nc2c1)OCC1CCCCN31 (stereo unspecified)	-1.0	-2.0	338%[activator]	54%[activator]	14	4	-4	-7%	-5%
O=C(NC1(c2ccccc2)CC1)C1CCC(=O)N(Cc2ccc(Cl)cc2)C1 (stereo unspecified)	-0.1	0.8	-6%	3%	-9	-2	-1	-14%	2%
Nc1c(N(Cc2ccco2)C(=O)c2ccc(Cl)cc2)c(=O)[nH]c(=O)n1Cc1ccccc1	0.3	-0.7	-5%	-18%	16	0	0	-13%	4%
COc1ccc2cc(C=O)n(C)c2c1	0.1	-0.3	4%	16%	-1	24	-3	-27%	12%
Cc1ccc(OCCN(C)C(=O)C2CCC(=O)N(CC3CCCCC3)C2)cc1 (stereo unspecified)	1.2	0.0	2%	8%	-8	-4	-3	-21%	-3%
O=C(NCCc1ccccc1)C1CCCN1S(=O)(=O)c1ccc(Cl)cc1 (stereo unspecified)	-0.2	-0.5	-17%[57.1 µM]	12%[57.1 µM]	0	-1	6	-11%	5%
COc1cc(SC)ccc1C(=O)Nc1ccc(S(=O)(=O)N2CCCC2)cc1	0.7	0.1	-4%[2.29 µM]	-9%	-29	-18	1	6%	1%
CC(=O)N1CCc2c(sc(NC(=O)c3ccc4c(c3)OCCO4)c2C#N)C1	0.2	-0.3	4%	-7%	-1	8	-5	-7%	9%
Cc1csc2c(=O)n(CCO)c(=O)[nH]c12	2.0	0.2	5%	17%	13	10	5	-24%	5%
COc1ccc(-c2c3c(=O)n(C)c(=O)n(C)c3c3c(-c4cccc(C)c4)nc4ccccc4n23)cc1	-0.9	1.5	-6%	6%	.	-1	-2	-15%	0%
CN(Cc1ccccc1)S(=O)(=O)c1ccc(NC(=S)NC(=O)C(C)(C)C)cc1	-1.0	0.3	-9%	-24%	7	-6	3	-17%	7%
CCCCCc1c(O)nc(SCCN2CCOCC2)[nH]c1=O	-1.1	0.0	3%[57.1 µM]	11%[57.1 µM]	8	8	0	-3%	16%
O=c1c2c3c(sc2ncn1/N=C/c1cccnc1)CCCC3	-0.1	-0.6	-7%[57.1 µM]	24%[57.1 µM]	-21	5	1	-18%	10%
C/C(=N\NC(=O)CN1CCCCC1)c1ccccc1O	65*	0.7	-3%	8%	85*	-2	1	-12%	-3%

Printed as active in D2 antagonist, of those listed so far:
| smiles | TRHR agonist | TrxR1 substrate | TrxR1 inh | D2 antagonist | TRHR enhancer | PI4K2A block | USP1 inh |
| --- | --- | --- | --- | --- | --- | --- | --- |
| C/C(=N\NC(=O)CN1CCCCC1)c1ccccc1O | 0.7 | -3% | 8% | 85* | -2 | 1 | -12% |

Not a hit list; 3.9% or so of the library scored in one or more.
